tim23-1 inh – growth inhibitors of tim23-1 mutant yeast, primary screen, luminescence, uHTS | inhibition, % at 20 µM | S. cerevisiae tim23-1 growth, BacTiter-Glo luminescence, 24 h | 330,000 compounds, 1.3% hits;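 active = growth inhibition of the mutant yeast at or above 50%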;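 also: temperature-sensitive mutant grown at 25 °C; plate controls were DMSO-treated mutant yeast for no effect and medium wells lacking yeast for full effect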
XBP1 UPR activ – activators of adaptive XBP1 UPR arm, primary screen, cell-based, CHO-XBP1 luciferase reporter, luminescence, uHTS | IRE1-XBP1 UPR activation; percent of tunicamycin response, DMSO as zero | activation, % at 20 µM | 330,000 compounds, 0.33% hits | AID 463104, 2010;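 active = versus positive control, 20 µM dose yields 30% or more activation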;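 also: 100% = tunicamycin at 10 µg/mL and 0% = DMSO only wells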
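Assay system: CHO-XBP1 luciferase reporter cells; Schedule: 6 h treatment, 37 °C; Detection: glow luminescence from Steady-Glo reagent; Benchmarks: high control tunicamycin 10 µg/mL final, low control DMSO vehicle only.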
NLRP3 yeast inh – NALP3 inflammasome inhibitors in reconstituted yeast, primary screen, luminescence, uHTS. Yeast reconstituted NLRP3/ASC/caspase-1, beta-gal luminescence, 24 h. inhibition, % at 10 µM. 330,000 compounds, 0.39% hits;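 active = inhibition of 50% or more; inactive = inhibition below 50%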;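 also: plate controls were induced DMSO wells for no effect and uninduced yeast grown without galactose for full effect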
TIM10 inh – growth inhibitors of isogenic TIM10 control yeast, primary screen, counter-screen for tim10-1 yeast inhibitor project, luminescence, uHTS; S. cerevisiae TIM10 strain growth, BacTiter-Glo luminescence, 24 h; inhibition, % at 10 µM; 330,000 compounds, 1.4% hits; AID 463195, 2010;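 active = inhibition of 40% or more at the single tested concentration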;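 also: wild-type TIM10 isogenic control strain grown at permissive 25 °C; 0% = DMSO yeast wells and 100% = minimal medium wells without yeast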
CHOP UPR activ – activators of apoptotic CHOP UPR arm, primary screen, cell-based, CHO-CHOP luciferase reporter, luminescence, uHTS. UPR activation; percent of tunicamycin response over DMSO baseline. activation, % at 10 µM. 330,000 compounds, 0.34% hits. AID 449763, 2010;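 active = at 10 µM dose, activation of 40% or more, normalized to positive control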;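 also: 100% = tunicamycin at 10 µg/mL and 0% = DMSO alone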
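System: CHO-CHOP luciferase reporter cell line; amount: 500 cells/well; buffer or medium: F12 medium containing 10% fetal bovine serum; incubation: 6 h compound exposure at 37 °C after overnight seeding; measured by: luciferase luminescence after 10 min with Steady-Glo reagent; evaluation: % reporter activation, DMSO baseline versus tunicamycin full activation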
APJ ag – agonists of human apelin receptor APJ, primary screen, CHO-K1 cells, PathHunter beta-arrestin, luminescence | 0% DMSO wells, 100% apelin | activation, % at 20 µM | P35414 | 330,000 compounds, 0.11% hits | AID 2520, 2010;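 active = activation more than six SD over the plate average, tested at 20 µM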;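 also: 0% = DMSO alone and 100% = apelin-13 at 10 nM; some results filed as inactive read as strong as hits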
Target sequence (P35414 whole entry, looked up): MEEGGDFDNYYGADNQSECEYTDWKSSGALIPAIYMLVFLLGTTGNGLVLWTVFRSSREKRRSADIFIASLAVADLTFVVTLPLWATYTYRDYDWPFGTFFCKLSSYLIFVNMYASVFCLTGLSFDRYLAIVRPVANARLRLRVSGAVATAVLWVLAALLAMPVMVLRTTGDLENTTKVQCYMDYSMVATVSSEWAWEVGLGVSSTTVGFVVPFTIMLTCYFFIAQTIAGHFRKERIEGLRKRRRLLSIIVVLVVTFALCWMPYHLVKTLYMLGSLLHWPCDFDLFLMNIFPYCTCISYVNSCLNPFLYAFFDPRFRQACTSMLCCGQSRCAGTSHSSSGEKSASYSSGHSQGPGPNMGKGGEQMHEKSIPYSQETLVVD
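Assay system – PathHunter CHO-K1 APJ (AGTRL-1) beta-arrestin reporter cells · Compound – one dose, 20 µM compound, 1% DMSO · Timing – compound 90 min 25 °C, reagent 1 h · Measured by – luminescence from split beta-galactosidase complementation, Galacton Star/Emerald II substrate · Measure – beta-arrestin recruitment to APJ as agonist activity, luminescent signal · Benchmarks – DMSO vs Apelin-13 10 nM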
GRIN3A LBD mod – binders of NR3A ligand-binding domain, primary screen, biophysical, differential scanning fluorimetry, uHTS. Glutamate receptor ionotropic, NMDA 3A (GRIN3A) ligand-binding domain. NR3A LBD differential scanning fluorimetry, Tm shift; 0% = protein alone, 100% = glycine-bound protein. Tm shift relative to glycine control, % at 25 µM. 340,000 compounds, 2.5% hits. AID 1259313, 2017;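 active = melting temperature shift of at least 10% of the positive control shift, at one fixed dose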
tim10-1 inh – growth inhibitors of tim10-1 mutant yeast, primary screen, luminescence, uHTS; S. cerevisiae tim10-1 ts strain growth, BacTiter-Glo, 24 h; inhibition, % at 20 µM; 330,000 compounds, 2.2% hits; AID 463190, 2010;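 active = inhibition of at least 40%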;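 also: mutant grown at 25 °C; 0% = DMSO wells with yeast and 100% = wells holding no yeast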
Mdm2-MdmX inh – inhibitors of human Mdm2-MdmX association, primary screen, cell-based, luminescence, split luciferase, SaOS-2, uHTS; Protein Mdm4 (Homo sapiens) + E3 ubiquitin-protein ligase Mdm2 (Homo sapiens), …; SaOS-2 split-luciferase Mdm2/MdmX complementation; inhibition, % at 8 µM; 330,000 compounds, 3% hits; AID 485346, 2010;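 active = inhibition of at least 50% at 8 µM in the primary screen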
* marks the source's active call; other numbers are inactive results; · = no result given.

SMILES | tim23-1 inh | XBP1 UPR activ | NLRP3 yeast inh | TIM10 inh | CHOP UPR activ | APJ ag | GRIN3A LBD mod | tim10-1 inh | Mdm2-MdmX inh
c1ccc2c(c1)sc1nnnn12 | -31 | -2 | 2 | 4 | -1.1 | 0 | 1 | 2 | -34
COc1ccc(-c2nn(-c3ccccc3)cc2/C=N/Nc2ccc(Cl)c(C(=O)O)c2)cc1OC | 17 | -2 | -17 | 10 | 0.8 | 2 | 0 | -11 | 4
O=C1c2cccc3cc([N+](=O)[O-])cc(c23)C(=O)N1c1ccccc1O | 30 | -2 | 27 | 16 | 1.0 | 7 | -3 | 13 | 28
NS(=O)(=O)c1ccc(Cc2ncc(C(F)(F)F)cc2Cl)s1 | 4 | -2 | 9 | 6 | 0.9 | -1 | -2 | 13 | -15
O=C(NCCCCc1ccccc1)c1ccccc1 | 16 | 0 | 37 | -15 | 1.3 | -1 | 0 | -1 | -23
COc1ccc(CN2C(=O)C(CC(C)C)Nc3ncnc(N4CCN(c5ccccn5)CC4)c32)cc1 (stereo not drawn) | 14 | -1 | 19 | 5 | -0.6 | -8 | -1 | -13 | 24
Cc1ccccc1NC(=S)N(CCCN1CCC(C)CC1)Cc1ccco1 | 2 | -3 | -4 | -14 | -0.5 | -1 | -2 | 5 | -11
O=C(NNc1cc(N2CCOCC2)nc(N2CCOCC2)n1)c1ccc([N+](=O)[O-])cc1 | 12 | 0 | 13 | 18 | 1.4 | 2 | -1 | 8 | 6
OCCC1CN(Cc2cccnc2)CCN1CCc1ccccc1 (stereo not drawn) | 2 | 0 | 0 | -10 | 0.3 | -2 | -1 | 13 | -41
Cc1ccc(NC(=O)C2CCCCC2)c(O)c1 | 6 | -2 | 27 | -4 | 1.6 | -3 | · | 12 | 6
CC(C1CCN(Cc2cn(C)nc2-c2cccc(Cl)c2)CC1)N1CCOCC1 (stereo not drawn) | -7 | 0 | 6 | 0 | -0.7 | -2 | -2 | -11 | -7
Cc1cc(C)c(NC(=O)COC(=O)c2nc3nccc(C)n3n2)c(Cl)c1 | 16 | -2 | 11 | 3 | -0.3 | -5 | 2 | 5 | -11
NS(=O)(=O)c1ccc(NC(=S)NC(=O)C2CCCC2)cc1 | 17 | -5 | 8 | 5 | -1.4 | -1 | 1 | 17 | 8
COc1cccc(SCc2noc(C(=O)NC(C)C)c2C(=O)O)c1 | -19 | 0 | 0 | -3 | -0.8 | 6 | 1 | 3 | -11
C=CCN(C(=O)CNC(=O)c1ccco1)C(C(=O)NC1CCCCC1)c1ccccc1 (stereo not drawn) | 19 | -1 | 1 | 7 | -0.1 | 2 | -1 | 16 | -26
Cc1ccc(NC(=O)c2cccs2)cc1S(=O)(=O)N(C)C | 42 | 1 | 9 | 46* | 1.4 | -3 | -6 | 36 | -10
O=C1C(c2ccccc2)C(c2ccccc2)NC(c2ccccc2)C1c1ccccc1 (stereo not drawn) | 12 | 2 | 10 | 15 | 1.2 | -8 | 1 | 30 | -4
COc1ccccc1NC(=O)Nc1ccccc1Br | 7 | 1 | 23 | 7 | -0.2 | 0 | 0 | 14 | 20
CC(C)(O)/C=C1/Oc2ccccc2C1N1CCCCC1 (stereo not drawn) | 8 | -3 | -10 | -3 | 0.2 | -5 | 1 | 3 | -6
Nc1nc(CSc2ccc(Cl)cc2)nc(N2CCCCC2)n1 | 49 | 2 | 6 | 6 | -0.7 | -7 | -2 | 26 | -6
CCOC(=O)c1cc(C#N)c(Oc2ccccc2)nc1-c1ccccc1 | 30 | -2 | 17 | 2 | 0.0 | -4 | 13* | 17 | 24
CC(C)Cc1cc(C(=O)N2CCCC(C(=O)c3cc(F)ccc3F)C2)n(C)n1 (stereo not drawn) | 23 | -3 | 27 | 4 | -0.6 | -7 | 1 | 6 | 11
COc1ccc2nc(NC(=O)NC3CCCCC3)sc2c1 | 58* | 6 | 23 | 23 | 3.9 | -4 | -6 | 21 | -142
COc1ccc(N(CC(=O)Nc2cccc([N+](=O)[O-])c2C)S(C)(=O)=O)cc1OC | 0 | -1 | -3 | -4 | 1.0 | -2 | -2 | -5 | -11
CCC(C)N(C(=O)COC(=O)COc1c(C)cc(C)cc1C)C1CCS(=O)(=O)C1 (stereo not drawn) | 12 | 0 | 15 | -6 | 2.4 | 2 | 1 | 10 | -10
Cc1cc(C(=O)OCC(=O)NCCN2C(=O)CSC2=O)ccc1[N+](=O)[O-] | 4 | 1 | 13 | 4 | 9.8 | -3 | 0 | -5 | -7
Cc1cc(C)cc(NC(=O)c2c(C)nc3ccccn23)c1 | 9 | -3 | 21 | 15 | 1.9 | -2 | 0 | 24 | 16
CC(=O)c1ccc(N(CC(=O)NC2CCCC2)C(=O)c2csnn2)cc1 | 4 | -6 | 8 | -23 | 1.1 | -1 | 3 | -6 | -1
COC(=O)c1ccc(-c2ccc(/C=N/NC(=O)Cc3nnc(N)s3)o2)cc1 | -9 | -2 | 13 | -6 | 1.3 | 1 | 1 | -20 | -8
O=C(COC(=O)c1ccc[nH]c1=O)NC1CCCCC1 | 3 | -1 | -9 | 1 | 0.8 | -4 | -1 | -3 | -3
OC(COc1ccc2ccccc2c1)Cn1ccnc1 (stereo not drawn) | -26 | 0 | -2 | 1 | 1.0 | -3 | 2 | -8 | 14
COc1ccc(CNC(=O)C2CCC(=O)N(CCCN3CCCC3=O)C2)cc1 (stereo not drawn) | -12 | -1 | 3 | -8 | 0.2 | -5 | 0 | -17 | 13
CCOc1ccc(N2CC(NS(=O)(=O)c3cccs3)CC2=O)cc1 (stereo not drawn) | -6 | 2 | -3 | -2 | 0.8 | -2 | 2 | -12 | 13
c1ccc(-n2ncc3c(NCc4cccnc4)ncnc32)cc1 | -6 | 5 | 6 | 12 | 6.4 | 1 | -1 | 2 | -41
Cc1nn(C(=O)c2cccs2)c(N)c1-c1ccccc1 | 10 | 6 | 21 | -6 | 7.0 | 4 | -1 | 5 | -70
COc1ccc(OCC(=O)Sc2ccc(C)cc2)cc1 | 15 | 35* | 18 | 3 | 7.4 | 5 | 9 | 14 | 9

Quoted at random: two records from the list
SMILES | tim23-1 inh | XBP1 UPR activ | NLRP3 yeast inh | TIM10 inh | CHOP UPR activ | APJ ag | GRIN3A LBD mod | tim10-1 inh | Mdm2-MdmX inh
Cc1nn(C(=O)c2cccs2)c(N)c1-c1ccccc1 | 10 | 6 | 21 | -6 | 7.0 | 4 | -1 | 5 | -70
COc1ccc(CNC(=O)C2CCC(=O)N(CCCN3CCCC3=O)C2)cc1 (stereo not drawn) | -12 | -1 | 3 | -8 | 0.2 | -5 | 0 | -17 | 13

Going on with the list:
SMILES | tim23-1 inh | XBP1 UPR activ | NLRP3 yeast inh | TIM10 inh | CHOP UPR activ | APJ ag | GRIN3A LBD mod | tim10-1 inh | Mdm2-MdmX inh
O=C(Nc1ccc(Cl)cc1)[C@@H]1[C@@H]2C(=O)N(c3ccc(Cl)cc3Cl)C(=O)[C@@H]2[C@H]2C=CC=NN21 | 31 | -1 | -9 | 14 | 1.8 | -7 | · | 45* | 0
Cc1cccc(C)c1OCc1cc(C(=O)N2CCN(c3ccccc3)CC2C)no1 (stereo not drawn) | 18 | -3 | 20 | 12 | -0.3 | 5 | -2 | 31 | -10
O=S(=O)(Nc1ccc(Cl)cn1)c1ccc(Cl)cc1 | 36 | 1 | 14 | 25 | -2.2 | 1 | 1 | 31 | -10
O=C(CN(Cc1ccccc1F)C(=O)Cn1nnc(-c2cccs2)n1)NCC1CCCO1 (stereo not drawn) | -1 | -5 | 6 | -12 | -1.2 | 3 | -1 | 3 | 5
CC(C(=O)N1CCCC1)N(C)CC(=O)Nc1cccc(F)c1 (stereo not drawn) | 13 | -1 | 15 | 9 | 0.1 | -1 | 0 | 11 | -38
Cc1cc(N)ccc1N1CCCC1 | -3 | 1 | 31 | 6 | -0.9 | 2 | -5 | -6 | 26
CCOC(=O)SC1=N/C(=C\c2ccc(N(C)C)cc2)C(=O)S1 | 33 | -4 | 3 | 20 | 1.4 | -8 | 3 | 33 | -29
NS(=O)(=O)c1ccc(S(=O)(=O)N(Cc2ccccc2F)CC2CCCO2)cc1 (stereo not drawn) | 22 | -3 | 14 | 13 | -1.4 | -1 | -2 | 9 | 6
CN(C)C1=NCCN1CCc1cccc(F)c1 | 16 | 0 | 4 | 9 | -1.6 | -5 | -1 | -1 | 1
CC(C)Cc1oc(C(=O)O)cc1CN1CCOCC1 | 11 | 1 | 13 | 18 | 1.5 | -3 | 0 | 2 | 22
COc1ccc(CCN2C(=O)CC(NNc3ccc([N+](=O)[O-])cc3)C2=O)cc1OC (stereo not drawn) | 3 | 0 | 20 | -27 | -2.1 | 1 | -6 | 17 | 13
CCN(CC)CCN(C(=O)c1ccc2c(c1)CCCC2)c1nc2ccc(OC)cc2s1 | 34 | -6 | 25 | 22 | -0.9 | 7 | -3 | 52* | -13

Limited to NLRP3 yeast inh, CHOP UPR activ and TIM10 inh (2 entries from above):
mol	NLRP3 yeast inh	CHOP UPR activ	TIM10 inh
NS(=O)(=O)c1ccc(S(=O)(=O)N(Cc2ccccc2F)CC2CCCO2)cc1 (stereo not drawn)	14	-1.4	13
CCOC(=O)SC1=N/C(=C\c2ccc(N(C)C)cc2)C(=O)S1	3	1.4	20

Additional structures
SMILES | tim23-1 inh | XBP1 UPR activ | NLRP3 yeast inh | TIM10 inh | CHOP UPR activ | APJ ag | GRIN3A LBD mod | tim10-1 inh | Mdm2-MdmX inh
CCc1cccc(NC(=O)COC(=O)c2cc(=O)c3ccccc3o2)c1 | -7 | 4 | -14 | -6 | -1.1 | -3 | 0 | -15 | 13
CCOC(=O)Cn1c(=O)n(Cc2ccc(C)cc2)c(=O)c2cccnc21 | 14 | -6 | 32 | -23 | 0.1 | -2 | 1 | 11 | -5
Cc1ccc(S(=O)(=O)N(C)C2(C)CCS(=O)(=O)C2)cc1 (stereo not drawn) | -13 | 1 | 10 | 5 | -0.9 | -3 | 0 | 11 | 9
CC(C)OC(=O)Cn1nc(C(c2ccccc2)c2ccccc2)oc1=O | 11 | -5 | 14 | -10 | 0.9 | 0 | -1 | 2 | 3
COc1ccc(S(=O)(=O)N2CCCCCC2)cc1C(=O)N(C)Cc1ccccc1F | 21 | -4 | 24 | 8 | 1.4 | -5 | 1 | 22 | 15
COc1cc2c(cc1OC)CN(C(=O)c1cccc(S(=O)(=O)N3CCc4ccccc43)c1)CC2 | 11 | 1 | 2 | 7 | 0.0 | -5 | 0 | -2 | 90*
Cc1ccc(N(C(=O)c2csnn2)C(C(=O)NC2CCCCC2)c2ccccn2)cc1 (stereo not drawn) | 8 | -1 | 16 | -4 | -0.4 | 0 | 0 | 7 | 12
